Mdm2 MdmX PPI: inhibitors of human Mdm2/MdmX interaction. SaOS-2 split-luciferase Mdm2/MdmX complementation, luminescence. inhibition, % at 8 µM. 330,000 tested, 3% active;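 active = inhibition of at least 50% at 8 µM in the primary screen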
Target sequence (O15151 whole entry, looked up): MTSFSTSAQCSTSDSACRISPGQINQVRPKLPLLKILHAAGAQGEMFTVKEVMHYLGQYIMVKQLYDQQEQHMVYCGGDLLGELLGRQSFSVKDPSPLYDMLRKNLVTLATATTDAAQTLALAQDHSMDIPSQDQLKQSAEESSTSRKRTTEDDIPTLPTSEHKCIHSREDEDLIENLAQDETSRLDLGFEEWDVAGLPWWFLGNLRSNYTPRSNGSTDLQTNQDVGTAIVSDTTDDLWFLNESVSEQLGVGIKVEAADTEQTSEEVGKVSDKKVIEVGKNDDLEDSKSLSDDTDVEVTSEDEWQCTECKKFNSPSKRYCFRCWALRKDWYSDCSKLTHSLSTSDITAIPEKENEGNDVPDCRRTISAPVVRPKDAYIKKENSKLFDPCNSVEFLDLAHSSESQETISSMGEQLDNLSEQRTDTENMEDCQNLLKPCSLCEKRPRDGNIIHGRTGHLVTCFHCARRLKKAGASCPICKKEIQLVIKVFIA
Target sequence (Q00987 whole entry, looked up): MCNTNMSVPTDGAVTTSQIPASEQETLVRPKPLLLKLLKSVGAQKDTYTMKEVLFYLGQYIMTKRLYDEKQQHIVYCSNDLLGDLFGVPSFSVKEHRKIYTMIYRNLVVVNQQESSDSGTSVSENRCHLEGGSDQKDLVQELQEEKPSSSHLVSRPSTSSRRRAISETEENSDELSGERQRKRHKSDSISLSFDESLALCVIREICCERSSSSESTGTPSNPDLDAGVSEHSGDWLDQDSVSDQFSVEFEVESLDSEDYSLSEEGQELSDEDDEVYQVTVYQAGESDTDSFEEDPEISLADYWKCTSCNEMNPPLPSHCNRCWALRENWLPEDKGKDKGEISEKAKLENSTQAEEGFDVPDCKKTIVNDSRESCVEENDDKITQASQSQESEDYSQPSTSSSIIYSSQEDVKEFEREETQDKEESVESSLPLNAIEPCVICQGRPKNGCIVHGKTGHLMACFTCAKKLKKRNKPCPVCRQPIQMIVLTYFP
tim23-1 inh: tim23-1 yeast growth inhibition; AID 463212; 330,000 tested, 1.3% active; S. cerevisiae tim23-1 growth, BacTiter-Glo luminescence, 24 h; inhibition, % at 20 µM;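 active = growth inhibition of the mutant yeast at or above 50%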;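 also: temperature-sensitive mutant grown at 25 °C; plate controls were DMSO-treated mutant yeast for no effect and medium wells lacking yeast for full effect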
Jurkat NFkB inh: lowers PMA/ionomycin-induced NF-kB signal in Jurkat cells; PMA/ionomycin-induced NF-kB luciferase reporter, luminescence; inhibition, % at 4 µM; 330,000 tested, 0.53% active; in the data active = inhibition above about 50%
XBP1 UPR activ: activators of adaptive arm of unfolded protein response (XBP1); CHO-XBP1 luciferase reporter, IRE1-XBP1 UPR activation, luminescence; percent of tunicamycin response, DMSO as zero; AID 463104; 330,000 tested, 0.33% active; activation, % at 20 µM;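 active = versus positive control, 20 µM dose yields 30% or more activation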;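 also: 100% = tunicamycin at 10 µg/mL and 0% = DMSO only wells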
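Assay system: IRE1-XBP1 luciferase reporter CHO line. Input: 1000 cells/well. Buffer or medium: F12 with 10% serum. Doses: 20 µM, 1% DMSO. Times: overnight seeding at 37 °C, 6 h compound treatment at 37 °C. Technique: Steady-Glo luciferase glow luminescence, 10 min after reagent addition.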
tim10-1 inh: tim10-1 yeast growth inhibition. S. cerevisiae tim10-1 ts strain growth, BacTiter-Glo, 24 h. inhibition, % at 20 µM. 330,000 tested, 2.2% active;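 active = inhibition of at least 40%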;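 also: mutant grown at 25 °C; 0% = DMSO wells with yeast and 100% = wells holding no yeast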
CHOP UPR activ: apoptotic UPR (CHOP) activation | AID 449763 | activation, % at 10 µM | CHO-CHOP luciferase reporter, luminescence; percent of tunicamycin response over DMSO baseline | 330,000 tested, 0.34% active;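 active = at 10 µM dose, activation of 40% or more, normalized to positive control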;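 also: 100% = tunicamycin at 10 µg/mL and 0% = DMSO alone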
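Test system: CHO-CHOP cells, stable luciferase reporter of PERK-eIF2a-CHOP signalling | Quantity: 500 CHO-CHOP cells per well | Buffer or medium: F12 plus 10% serum | Compound dosing: 10 µM single point, 0.5% DMSO | Schedule: 6 h compound treatment, 37 °C | Signal: Luciferase luminescence | Control set: Tunicamycin high control, DMSO low control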
TIM10 inh: TIM10 yeast growth inhibition; S. cerevisiae TIM10 strain growth, BacTiter-Glo luminescence, 24 h; inhibition, % at 10 µM; 330,000 tested, 1.4% active; AID 463195;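 active = inhibition of 40% or more at the single tested concentration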;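 also: wild-type TIM10 isogenic control strain grown at permissive 25 °C; 0% = DMSO yeast wells and 100% = minimal medium wells without yeast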
697 NFkB inh: inhibitors of the PMA/ionomycin-induced NF-kB reporter in 697 B cells | 697 B-cell NF-kB luciferase reporter, 16 h | inhibition, % at 4 µM | 330,000 tested, 0.33% active | AID 435022; in the data active = inhibition above about 35%
Numbers without * were called inactive.

Order of results: Mdm2 MdmX PPI, tim23-1 inh, Jurkat NFkB inh, XBP1 UPR activ, tim10-1 inh, CHOP UPR activ, TIM10 inh, 697 NFkB inh
> CC1(C)SC(=S)N(NC(=O)Nc2ccccc2)C1N(O)C(=O)Nc1ccccc1 (stereo not drawn)
    -5.9, 16.7, 5.6, -3.5, 13.1, 0.7, 8.4, 7.3
> COC(=O)c1ccc(NS(=O)(=O)NC(=O)c2c[nH]c3ccccc23)cc1
    4.8, -4.1, 18.4, 0.7, 3.4, -0.6, -3.2, 0.9
> COc1cc2cc(C)c3nnc(SCC(=O)Nc4cc(C)on4)n3c2cc1OC
    5.2, 10.7, 5.6, -1.0, 4.0, -0.3, 1.4, 25.2
> CCC(C(=O)NCCC1=CCCCC1)n1nc(C)c2c(C)n(-c3ccccc3)nc2c1=O (stereo not drawn)
    39.6, 19.1, 2.3, -4.4, 24.9, 0.6, 4.6, -1.4
> Cc1csc2ncc(C(=O)N3c4ccccc4CC3C)c(=O)n12 (stereo not drawn)
    -16.1, 21.5, 11.7, 1.9, 17.8, 1.4, -0.6, 11.6
> CCCC(=O)NNc1c2ccccc2nc2ccccc12
    6.3, 5.6, -10.5, 0.7, -0.7, -0.2, 3.4, -24.9
> O=C1NC2(CCc3ccccc32)C(=O)N1CCOc1ccc(Cl)cc1 (stereo not drawn)
    -4.0, 18.2, -8.9, 1.5, 39.1, 0.1, 11.7, -13.7
> CN(C)CCCNc1oc(/C=C/c2cccs2)nc1S(=O)(=O)c1ccccc1
    -7.7, -13.1, -7.5, -2.5, -0.4, 0.9, 6.8, -6.1
> COc1ccc(OCC(=O)NCCCN2CCOCC2)cc1
    5.6, 6.1, 0.9, 0.9, 11.1, -1.7, -0.9, -26.7
> COc1ccc(NS(=O)(=O)c2ccc(C(=O)N3CCC(C)CC3)cc2)cc1
    24.4, 13.3, 6.2, -4.2, 16.8, 0.6, 3.5, -5.8
> COc1ccc(C(=O)CSc2nnc(-c3ccc(C)cc3)o2)cc1
    21.0, -9.7, -3.4, 3.6, 13.0, -1.0, -14.8, 15.1
> CCOC(=O)c1c(NC(N)=O)sc(C)c1C
    10.6, 16.8, -7.4, 1.6, 14.5, -0.1, 10.6, 19.7
> O=C(O)CCN1C(=O)/C(=C\c2cccc(OCc3ccccc3)c2)SC1=S
    -16.0, 24.2, -13.7, -5.0, 19.4, -0.5, 16.5, -10.6
> O=C(NCc1ccccc1)c1c[nH]c2ccc(S(=O)(=O)Nc3ccc4c(c3)OCCO4)cc2c1=O
    18.4, -1.4, -2.7, -8.4, 3.9, -1.8, 9.3, -4.0
> CCOC(=O)C1CCN(c2cc(=O)n(-c3ccccc3Cl)c(=O)[nH]2)CC1
    -9.4, 7.4, 10.3, -1.9, 17.0, 0.1, 9.9, 7.9
> CC(C)c1ccc(COc2ccc(C(=O)N3CCOCC3)cc2)cc1
    0.5, 11.1, -17.6, -0.9, 16.8, 2.4, 13.7, -31.9
> COc1ccccc1N(C)S(=O)(=O)c1ccc(C(=O)OCC(=O)NCc2ccco2)cc1
    -14.9, 19.1, 10.6, -2.3, 23.5, -0.3, 11.8, 9.6
> COc1ccc(OCC(=O)NNC(=O)C(=O)Nc2ccc(C)cc2)cc1
    3.1, -2.6, -2.1, -3.8, -14.9, 0.0, -12.6, -2.5
> Cc1ccccc1CNC(=O)C(=O)NCC1OCCCN1S(=O)(=O)c1ccc(F)cc1C (stereo not drawn)
    17.6, 14.7, 12.2, -3.9, 5.8, -0.5, 20.8, -0.4
> S=c1[nH]c2ccccc2n2c(=S)[nH]nc12
    17.1, -12.0, -24.8, -1.7, 7.8, -0.8, -24.2, 12.8
> CC1CC(=O)Nc2ccccc2N1C(=O)Nc1ccccc1 (stereo not drawn)
    15.6, -13.7, 13.3, -4.1, -19.2, 0.4, -12.4, 23.6
> COc1ccc2c(c1)-c1nc(N)sc1CC2
    1.4, 10.9, 3.5, 3.5, 8.3, 0.9, 16.2, -16.4
> O=C(CN1C(=O)c2cccnc2Oc2ccc(Cl)cc21)Nc1ccccc1F
    -0.1, 10.8, -6.8, -3.5, 14.1, -0.4, 10.8, -5.6
> Nc1ccc2nc(COc3ccccc3)[nH]c2c1
    14.8, 18.8, -5.9, -0.5, 10.5, 3.7, 3.1, 3.2
> COc1ccc(/C=C(/NC(=O)c2ccccc2)c2nc3ccccc3[nH]2)cc1OC
    5.7, 19.8, -7.1, -1.3, 11.2, 5.0, 27.7, -6.3
> S=C(NCCc1ccccc1)Nc1ccccc1Cl
    23.3, 40.7, 8.0, -2.4, 25.6, -0.9, 1.8, -3.5
> COc1cccc(-c2nc(SCC(=O)Nc3nc(-c4ccccc4)c(C)s3)[nH]c(=O)c2C#N)c1
    9.0, 23.6, 8.0, -4.1, 12.5, -0.4, 15.7, 18.2
> CCn1nc(NS(=O)(=O)c2ccccc2)c2cc3cc(C)ccc3nc21
    -21.4, 30.2, 2.3, -0.6, 32.0, 0.1, -2.9, -6.0
> Cc1cc(Nc2nc3ccccc3[nH]c2=O)n(-c2ccccc2)n1
    39.5, 11.7, 25.4, 5.4, 29.9, -2.0, 36.7, -80.1
> O=C(COC(=O)c1ccc(C(F)(F)F)cc1)Nc1cccc(S(=O)(=O)NC2=NCCCCC2)c1
    -10.0, 6.6, 3.4, 1.1, 3.0, 0.1, 4.5, 5.6
> COc1ccc(NC(=O)Nc2ccc([N+](=O)[O-])cc2)cn1
    -12.2, -8.4, -25.2, 4.3, 7.0, 8.3, 13.0, -36.2
> COc1cc(C#Cc2c(-c3cncn3C)n(C)c3ccc(-c4cc(OC)c(OC)c(OC)c4)cc23)cc(OC)c1
    95.7*, 22.9, 5.2, 13.9, 13.7, 15.3, 10.2, 10.0
> Cc1cnc(C(=O)OCc2ccc(Br)cc2F)cn1
    6.5, 5.4, -1.6, 1.9, 5.3, 0.4, 2.9, 3.6
> FC(F)(F)c1nc(NCc2ccccc2)c2nnn(Cc3ccccc3)c2n1
    41.6, -11.2, -7.3, -1.4, 6.7, -1.7, -2.0, 7.9
> CN(C)S(=O)(=O)c1ccc(NC(=O)CN2CCCC2c2ccc3c(c2)OCCCO3)cc1 (stereo not drawn)
    2.3, 7.9, 1.9, -2.7, 7.2, -1.8, 27.1, 11.1
> COc1cc(NC(=O)c2ccc(Br)o2)c(C(=O)O)cc1OC
    -11.0, 8.0, -3.3, -1.5, 12.1, -1.8, 14.0, -26.3
> C=CCN(c1ccccc1)S(=O)(=O)c1cccc(C(=O)Nc2ccncc2)c1
    16.8, 18.3, 15.1, 0.7, 7.1, 0.3, 9.5, -41.9
> COCc1cc(CN2CCN(CCc3ccccc3)C(CCO)C2)ccc1OC (stereo not drawn)
    5.5, -3.8, 3.5, 0.4, 2.9, 0.2, 4.1, 8.8
> COC(=O)c1ccc(COc2cc([N+](=O)[O-])cc3cccnc23)cc1
    21.5, -21.9, -4.4, 0.2, -0.2, 1.6, -32.2, 7.0
> CCc1ccc(OCC(=O)OCC(=O)NC2CCCC(C)C2C)cc1 (stereo not drawn)
    17.3, 6.1, -2.7, -0.6, 2.9, -0.1, -1.9, 11.7

Reprinted from the part before: three entries, then new ones.
Order of results: Mdm2 MdmX PPI, tim23-1 inh, Jurkat NFkB inh, XBP1 UPR activ, tim10-1 inh, CHOP UPR activ, TIM10 inh, 697 NFkB inh
> COCc1cc(CN2CCN(CCc3ccccc3)C(CCO)C2)ccc1OC (stereo not drawn)
    5.5, -3.8, 3.5, 0.4, 2.9, 0.2, 4.1, 8.8
> COC(=O)c1ccc(COc2cc([N+](=O)[O-])cc3cccnc23)cc1
    21.5, -21.9, -4.4, 0.2, -0.2, 1.6, -32.2, 7.0
> CCc1ccc(OCC(=O)OCC(=O)NC2CCCC(C)C2C)cc1 (stereo not drawn)
    17.3, 6.1, -2.7, -0.6, 2.9, -0.1, -1.9, 11.7
> CC(=O)Oc1ccc(C(=O)Nc2nccs2)cc1
    -5.4, 18.0, -9.6, 6.1, 8.4, 10.3, 14.4, -26.9
> Cc1ccc(C)c(Nc2ncnc(N)c2[N+](=O)[O-])c1
    18.3, 2.1, 2.2, 3.4, 5.9, 2.1, 7.3, 3.0
> COc1ccc(/C=N/NC(=O)C(=O)N2CCCCCC2)cc1
    -15.9, -1.4, -13.3, -2.2, -16.4, 0.7, 10.4, -16.2
> CCCCCOc1ccc(NC(=O)C(=O)NCCCn2ccnc2)cc1
    -0.3, 2.0, 11.4, -1.4, 20.9, 2.4, 16.7, 48.3*
> Cc1cc2c(ccc3c2no[n+]3[O-])nn1
    -1.0, 18.8, 6.9, 9.1, 18.1, -1.6, -1.2, -17.3
> Cc1cc(Nc2ccccc2)nc(N)n1
    -2.6, 13.7, -27.1, -1.6, 13.5, -0.2, -0.4, 5.2
> C=CCn1c(SCC(=O)Nc2ccccc2C)nnc1-c1ccncc1
    13.1, 2.8, 7.8, -2.0, 1.5, -1.8, -15.1, 17.0
> O=C(Cn1cnc2ccccc2c1=O)N1CCc2ccccc2C1
    13.2, 0.2, -1.1, -3.4, -44.8, -1.2, 2.3, 2.8
> COc1ccc(C)cc1S(=O)(=O)N(C)CC(=O)N1CCC(C)CC1
    17.3, 9.7, 3.4, -0.5, 15.0, -0.8, 0.5, 22.5
> CC1CC(CC(C)C(=O)Nc2nncs2)C(=O)O1 (stereo not drawn)
    8.3, -0.2, -17.5, -2.4, 16.1, -1.3, -5.6, 6.7
> CC1CCN(C(=O)Cn2cc(SCC(=O)NCC3CCCO3)c3ccccc32)CC1 (stereo not drawn)
    16.7, -5.5, 7.1, -1.1, 2.9, -0.4, -4.9, -1.1
> O=C1c2ccccc2-c2n[nH]c(=O)c3ccc(N4CCCCC4)c1c23
    52.4*, 44.8, -13.5, 7.9, 37.5, -0.5, 8.0, -2.6
> CC(=O)Cc1nsc(NC(=O)c2ccc(COc3ccccc3Cl)o2)n1
    7.3, 25.1, 7.5, -0.5, 23.4, -0.7, -4.1, 7.6
> COc1ccc(-n2c3c(cc(C(=O)NCc4ccco4)c2=O)C(=O)CC(C)(C)C3)cc1
    10.4, 26.4, -14.2, -2.7, 5.4, -0.3, -5.5, 14.6
> Cc1cccc(C(=O)O)c1[N+](=O)[O-]
    11.1, -15.5, 0.2, -1.5, -13.2, 0.2, -0.7, 16.8
> O=C(Cc1ccccc1F)NC1CCSc2ccccc21 (stereo not drawn)
    14.8, -5.3, -0.5, -3.6, 4.8, 24.9, -7.3, 3.9
> O=C(NCC(=O)N1CCCCCCC1)c1ccc(Br)o1
    3.8, -7.6, -19.0, -2.2, 1.3, 0.7, 1.8, 4.3
> O=C(N/N=C/c1ccccc1)c1[nH]ncc1Br
    -19.5, 12.6, -62.6, -5.0, 14.0, 2.2, 6.2, -57.1
> Cc1cccc(CC(=O)NCCN2CCCCC2)c1
    -13.6, 1.8, 10.6, -3.8, -11.4, 3.3, 14.0, 4.0
> CC1(OC(=O)c2cccs2)C(=O)C=C2C=C(C3CC3)OC=C2C1=O (stereo not drawn)
    17.3, 5.3, 8.3, -1.2, -8.5, -2.0, 5.8, 1.0
> Cc1ccc(Nc2nc(C(=O)N3CCC(C(=O)NCCN4CCOCC4)CC3)cs2)cc1
    -26.8, 3.5, -4.2, -1.2, 5.0, -0.5, 1.9, 14.9
> Cc1cccc(-c2oc3ccc(-c4ccc5c(c4)OCO5)cc3c2-c2ccc(OC3CCCCO3)cc2)c1 (stereo not drawn)
    -7.8, -9.1, 12.8, 0.4, -7.3, 1.0, -10.5, 8.6
> C=CCNC(=O)c1snnc1-c1ccccc1
    5.0, 14.2, 6.5, -0.4, -0.3, -0.4, 0.3, -18.6
> C/C(Cc1ccccc1)=N\NC(=O)CNC(=O)c1ccccc1F
    -9.4, 6.4, 4.8, 1.0, 10.8, 5.1, 1.7, -17.4
> COc1cc2ccccc2cc1C(=O)NC(=S)Nc1cc(C(=O)O)ccc1C
    30.2, 4.5, 1.5, 1.1, 4.7, -1.2, 8.2, 2.7
> COCCNc1c2c(nc3c(-c4ccccc4)c(C)nn13)CCCC2
    3.0, 50.4*, 7.9, -0.3, 32.4, -2.7, 22.9, -1.9

Source: PubChem BioAssay (Sanford-Burnham Center for Chemical Genomics)
